# High-throughput results as filed in PubChem BioAssay.
# ERG Ets-DNA blk = inhibitors of human ERG Ets domain-DNA interaction. P11308. fluorescence polarization, His-ERG Ets domain / labelled DNA. Potency, µM (doses to about 76.9 µM), inactives show at the highest dose FP activity, negative = inhibition, usual class: inhibitors. actives 0.028% (n = 370,000); active = well fitted inhibition curve with a large enough effect in the polarisation, with a control signal flat; inconclusive = small, poorly fitted or top-dose-only effect, or effect the other way, or a change in a side signal; inactive = no such curve, though single readings can be large or run the other way; the % refers to the polarisation;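 note: polarization taken with two DNA probes labelled with fluorescein and Texas red; potency is the fitted concentration of half-maximal effect; % of control where 0% means no effect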
#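 His-tagged ERG Ets domain (1 uM in the protein solution; 300mM KCl, 50mM Tris-HCl, 1mM EDTA, 1mM DTT, pH 7.5) received compound, then a probe mix of 5 nM fluorescein-DNA and 100nM Texas-615-DNA. Fluorescence polarization was read for both dyes.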
# HP1b binding inh = HP1-beta chromodomain-methylated histone interaction inhibition | P83916 | AlphaScreen HP1-beta / biotin-H3K9me3 peptide binding | Potency, µM (highest dose often 114 µM), for the others: at the highest dose activity change, negative = inhibition, most hits filed as inhibitors | actives 0.56% (n = 390,000) | AID 540317; note: potency is the fitted concentration of half-maximal effect; nearly all actives have a fitted effect of over 70% in size; inactives centre near 23
#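 Compound inhibition of the preformed complex between 50 nM HP1-beta and 50 nM biotinylated H3K9me3 peptide was read by AlphaScreen. Buffer was PBS pH 7.4 with 0.01% Tween-20. Incubations ran 30 min at room temperature, with 10 ug/mL donor/acceptor beads.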
# Tb PGK inh = blocks T. brucei phosphoglycerate kinase | P07378 | PGK/GAPDH coupled, Kinase-Glo luminescence, 60 min | Potency, µM (highest dose often 57.5 µM), for the others: top-dose activity change, negative = inhibition, usual class: inhibitors | actives 0.043% (n = 380,000) | AID 602233; note: potency is the fitted concentration of half-maximal effect; % is set by controls: 0 for no effect and ±100 for the full control effect; nearly all actives have a fitted effect of over 60% in size
#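 Recombinant glycosomal PGK reaction used 1,3-bisphosphoglycerate generated in-well by GAPDH (100nM final) in 100mM TEA pH 7.6, 5mM MgCl2, 0.01% Tween-20. After 60 minutes at room temperature, ATP was read by Kinase-Glo Plus luminescence end-point.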
# Pin1 inhibitor = inhibitors of human Pin1; Q13526; Pin1 FP peptide displacement, HiFluor488, 10 min; Potency, µM (series often up to 115 µM), inactives show at the highest dose activity, negative = inhibition, most hits filed as inhibitors; actives 0.009% (n = 390,000); AID 504891; active = well fitted inhibition curve with a large enough effect in the polarisation, with a control signal flat, not every such curve was filed as active; inconclusive = small, poorly fitted or top-dose-only effect, or effect the other way, or a change in a side signal; inactive = no such curve, though single readings can be large or run the other way; the % refers to the polarisation; note: potency is the fitted concentration of half-maximal effect; % is set by controls: 0 for no effect and ±100 for the full control effect
# JMJD2A Tudor inh = blocks the human JMJD2A Tudor domain; O75164; AID 504339; Potency, µM (series often up to 114 µM), inactives show top-dose activity change, negative = inhibition, most hits filed as inhibitors; actives 4.4% (n = 390,000); AlphaScreen JMJD2A-Tudor / H3K4me3 peptide binding; note: potency is the fitted concentration of half-maximal effect; % is set by controls: 0 for no effect and ±100 for the full control effect; nearly all actives have a fitted effect of over 50% in size
# PI4K2A inh = blocks human PI4K2A kinase activity | AID 1346378 | actives 0.13% (n = 420,000) | Q9BTU6 | activity change, negative = inhibition, % at 76.9 µM | purified PI4K2A, ADP-Glo luminescence, 1 h; hits give low values; in the data active = activity change below about -50%; inconclusive = mostly about -30% to -49%;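 note: -100% = wells without enzyme as full effect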
#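 ADP-Glo luminescence measured ADP generated by PI4K2A enzyme (4 ug/mL before mixing) with 1.2 mM PI substrate (pre-mix) and 300 microM ATP (pre-mix). Tris pH7.5 buffer with MgCl2, Triton X-100; 1 h reaction at ambient temperature.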
# G9a block = G9a (human) methyltransferase inhibition; G9a H3K9 monomethylation, AlphaScreen, 2 h; Potency, µM (top dose mostly 102 µM), for inactives: at the top dose activity, negative = inhibition, hits mostly inhibitors; actives 8.8% (n = 350,000); AID 504332; Q96KQ7; note: potency is the fitted concentration of half-maximal effect; % is set by controls: 0 for no effect and ±100 for the full control effect; nearly all actives have a fitted effect of over 75% in size
#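 Using a bead-based AlphaScreen, monomethylated H3K9 product from 2 h room-temperature reactions (G9a 20 nM, peptide 500 nM, SAM 20 uM) was detected with 0.5 ug/mL rabbit anti-H3K9me1 antibody.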
# BAZ2B inh = inhibitors of human BAZ2B bromodomain | AlphaScreen BAZ2B-H3K14Ac peptide displacement | actives 4.4% (n = 360,000) | Q9UIF8 | Potency, µM (series often up to 114 µM), inactives show at the highest dose activity change, negative = inhibition, most hits filed as inhibitors; note: potency is the fitted concentration of half-maximal effect; % is set by controls: 0 for no effect and ±100 for the full control effect; nearly all actives have a fitted effect of over 60% in size
#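 AlphaScreen luminescence quantifies BAZ2B engagement of H3K14Ac peptide; the protein and biotinylated peptide are both at 50 nM final, buffer PBS pH 7.4 with 0.01% Tween-20, all steps at room temperature.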
# GLS inh = blocks human kidney-isoform glutaminase activity; GLS enzymatic activity, qHTS titration; Potency, µM (highest dose often 45.5 µM), for inactives: at the highest dose activity change, negative = inhibition, most hits filed as inhibitors; actives 0.21% (n = 410,000); AID 624170; note: potency is the fitted concentration of half-maximal effect; % is set by controls: 0 for no effect and ±100 for the full control effect
#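 hKGA; 45 mM KH2PO4 pH 8.2 + 0.02% Tween-20; cpd via pin tool; 1 mM Gln soln; GluOx/HRP/Amplex Red; RT 30 min; fluor. t0 & final.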
# An asterisk follows results filed as active; i = inactive; ? = inconclusive; / = not tested or not shown; & = joins results of further samples; [ ] = dose if it differs, or a comment. Unless noted, calls come from the whole dose curve; as a rule, active = well fitted curve in the direction sought with a large enough effect; inconclusive = small, poorly fitted or top-dose-only effect, or another doubt; inactive = no such curve, though single readings can be large; an effect the other way counts as inactive or inconclusive.
# Under each structure – ERG Ets-DNA blk, HP1b binding inh, Tb PGK inh, Pin1 inhibitor, JMJD2A Tudor inh, PI4K2A inh, G9a block, BAZ2B inh, GLS inh
- Cc1ccccc1S(=O)(=O)Cc1ccc(C(=O)N2CCN(c3ccc(F)cc3)CC2)o1
  0%, 18%, 3%, 0%, -28%, 1, -13%[59 µM], -37%, 25%
- Nc1ccc(S(=O)(=O)O)cn1
  4%&18%&-5%, 25%&11%&23%, -9%&-7%&1%, ?, -20%&-17%&-11%, 0&4&-1, ?, 3%&-7%&-5%, -12%&-4%&10%
- CCOC(=O)c1ccc(NC(=S)NC(=O)c2cncc(Br)c2)cc1
  -9%, 24%, 1%, 37%[activator], -1%, 0, ?, -3%, -6%
- COc1cccc(OC)c1C(=O)NCCc1csc(-c2ccc(Cl)cc2)n1
  3%, 28%[57 µM], i, -9%, -12%, -2, 10%[59 µM], -17%, 1%
- CCn1cc(C(=O)OCC(=O)Nc2c(C)n(C)n(-c3ccccc3)c2=O)c(=O)c2ccc(C)nc21
  2%, 45%[activator], i, -7%, 1%, 7, -3%[59 µM], /, /
- CC1CC(C)CN(C(=O)COC(=O)c2nccnc2N)C1 (stereo unspecified)
  -6%, 32%, 10%, -6%, -3%, 3, -7%[2.33 µM], -4%, -2%
- O=C(CCS(=O)(=O)c1ccc(Br)cc1)Nc1ccc2c(c1)OCO2
  -12%, ?, -22%, -4%, 50µM*, 2, ?, 50µM*, -10%
- O=S(=O)(Nc1cccc2c1ccc1cccn12)c1cccs1
  -3%, -10%, -5%, 16%, -21%, ?, 6%[12.7 µM], ?, 4%
- COc1ccc(OCCn2c(C)c(/C=N/n3cnnc3)c3ccccc32)cc1
  -2%, 26%, 12%, -3%, -7%, 8, 12%[12.7 µM], -1%[57.1 µM], 16%
- CC(C)(C)NC(=O)CSc1nc2cccnc2n1C1CCCCC1
  7%, 21%, 3%, 2%, -19%, 3, 19%, 3%, -1%
- O=C(NCCCn1ccnc1)c1cc(C(=O)C2CCCCC2)c[nH]1
  2%, 11%, -1%, -10%, -13%, 8, 7%, -15%, 0%
- CC(c1nnc(SCC(=O)Nc2sccc2C#N)n1-c1ccc(Cl)cc1)N(C)C (stereo unspecified)
  /, 0%, /, 2%, -24%, 0, 50µM*, 0%, 4%
- COc1ccc(CCN=C(N)Nc2nc(C)cc(C)n2)cc1
  -3%, 31%, -3%, 8%, -8%, -2, -42%, -20%, 0%
- S=C(NCCc1ccccc1)N1CCN(C2CCCCC2)CC1
  0%, 41%[activator], -2%, 0%, -4%, 8, ?, -38%, 2%
- NS(=O)(=O)c1ccc(CCNC(=O)CSc2ccsc2[N+](=O)[O-])cc1
  -2%, 16%, -11%, ?, -29%, -5, -43%, -33%, -18%
- Nc1c(C(=O)Nc2ccc(Cl)c(C(F)(F)F)c2)sc2nc(-c3ccncc3)ccc12
  2%, 32%, -7%, ?, -15%, 4, -9%[59 µM], 2%, -6%
- O=c1cc(-c2ccccc2Cl)oc2cccc(O)c12
  -5%, 40%[activator], -10%, 4%, 4%, 3, 17%, -18%, -13%
- COCc1cc(C)nc(Oc2ccccc2)c1C#N
  3%, 42%[activator], 3%, -10%, -6%, -8, 4%, 2%, -1%
- CN(CC(=O)Nc1cccc(F)c1)C(=O)c1cccc(S(=O)(=O)N2CC3(C)CC2CC(C)(C)C3)c1 (stereo unspecified)
  -11%, 20%, -3%, -1%, -23%, 1, -34%, 3%, -5%
- O=C(Nc1ccc2snnc2c1)Nc1cccc2ccccc12
  3%, -20%, 5%, 6%, -3%[11.4 µM], -9, 50µM*, -5%, 38%[activator]
- COc1cccc(CNC(=O)c2ccc3nc(CCc4ccccc4)oc3c2)c1OC
  -2%, 23%[57 µM], -5%, 2%, -9%, 4, ?, -2%, -10%
- Cc1sc2ncnc(N3CCN(c4ncccn4)CC3)c2c1C
  -11%, 21%, -6%, -8%, -17%, -3, -1%[59 µM], 1%, 13%
- Cc1ccc(C(=O)C(OC(=O)CNC(=O)c2ccc(Cl)cc2)c2ccccc2)cc1 (stereo unspecified)
  -12%, 15%, -6%, ?, 26%, 0, 17%[0.501 µM], -4%, /
- CN(CCO)C1=NS(=O)(=O)c2cc([N+](=O)[O-])ccc21
  ?, 28%, i, -1%, -1%, -2, 79µM*, 0%, -2%
- COc1ccc(Cl)cc1NC(=O)CN(C)C(C)C(=O)NCC1CCCCC1 (stereo unspecified)
  2%, 15%, -1%, -2%, -22%, 7, ?, -5%, -16%
- COc1ccc(CCNC(=O)c2cccc3ccccc23)cc1OC
  -19%, 35%, 0%, -1%, 0%, -10, /, -12%, 1%
- Cc1cc(NC(=O)COC(=O)c2ccccc2S(=O)(=O)N(C)c2ccccc2)no1
  -2%, 27%, 0%, 8%, -10%, 0, -10%, /, 7%
- COc1ccc(NC(=O)c2cc3cc(OC)ccc3oc2=O)cc1
  -13%, 48%[activator], -10%, -1%, 0%, -1, /, /, -6%
- CC1CCN(c2ccc(-c3cccc(NS(=O)(=O)c4cccs4)c3)nn2)CC1
  -4%, 2%[57 µM], 6%, ?, -33%, -3, 9%[59 µM], -14%, 24%
- CC(C)OCCCNC(=O)c1ccc(Cn2c(=O)c3cccn3c3cccnc32)cc1
  6%, 38%, i, -4%, -14%, 3, -30%[59 µM], -21%, 5%

# Looked up above.
# COCc1cc(C)nc(Oc2ccccc2)c1C#N @ GLS inh = -1%
# COc1ccc(NC(=O)c2cc3cc(OC)ccc3oc2=O)cc1 @ Pin1 inhibitor = -1%

# (list continues)
# Under each structure – ERG Ets-DNA blk, HP1b binding inh, Tb PGK inh, Pin1 inhibitor, JMJD2A Tudor inh, PI4K2A inh, G9a block, BAZ2B inh, GLS inh
- COC(=O)c1nc(N)sc1-c1ccc(Cl)c(Cl)c1
  -9%, 35%, -2%, -2%, -17%, 5, 28%[12.7 µM], -27%, -2%
- COc1ccccc1N1CCN(C(=O)c2oc3cc(C)c(C)cc3c2C)CC1
  -6%, 5%, -1%, -14%, -21%, 0, ?, -29%, -2%
- Cc1cc2cc(C)c3nnc(SCc4ccccn4)n3c2cc1C
  -3%, 10%, -9%, 0%, -7%, -5, ?, -2%, 4%
- CCc1ccc(NC(=O)c2cnc3c(-c4ccccc4)c(C)nn3c2C)cc1
  3%, 53%[activator], -2%, 22%, -3%, 0, 4%[59 µM], 5%, -1%
- CCn1c2ccc(C)cc2c2nnc(SCCN3CCOCC3)nc21
  -9%, 21%, 1%, 4%, -11%, 4, 45µM*, -9%, 1%
- CCCCC(=O)NC(NC(=O)CCCC)c1ccc(OCCC)c(OC)c1
  8%, 27%, -4%, 0%, ?, -6, 2%[59 µM], 6%, 3%
- C=CCn1c(-c2cccs2)nc2nc3ccccc3nc21
  10%, 37%, -12%, 4%, 12%, 5, 27%[59 µM], 27%, 9%
- Cc1nc2nc3c(cn2n1)C(=O)CCC3
  2%, 22%, -5%, -1%, -7%, -1, 2%[12.7 µM], 15%, 0%
- CCOC(=O)c1cc2c(ccn2C)n1CC(=O)N1CCN(c2ccc(F)cc2)CC1
  4%, -10%, 15%, 0%, -26%, -2, -37%[12.7 µM], ?, 32%[activator]
- Cc1ccc(C)c(N2CCN(C(=O)CCCCCn3c(=S)[nH]c4ccc(N5CCOCC5)cc4c3=O)CC2)c1
  -4%, 78%[activator], -2%, -2%, -8%, -10, 65%[activator][59 µM], -8%, 1%
- COCCNC(=O)CCn1c(=O)c2cc(OC)c(OC)cc2n(CC(=O)Nc2ccc(F)c(Cl)c2)c1=O
  -6%, 32%, 15%, 8%, -16%, -1, -1%[59 µM], -14%, -5%
- CCOc1ccc(NC(=O)C2CC(=O)N(c3cc(C)cc(C)c3)C2)cc1 (stereo unspecified)
  0%, 18%, -5%, 9%, -1%, -2, -1%[59 µM], 2%, 11%
- CC(C)C[C@H](NC(=O)NC(C)C)C(=O)O
  4%, 15%, -7%, -11%, -13%, 2, -5%[59 µM], -7%, 4%
- Cn1cncc1C#Cc1ccc2cc(C3(O)CCCCC3)oc(=O)c2c1
  -1%, 84%[activator], -5%, ?, -24%, -1, 10%[0.501 µM], 9%, 6%
- Cc1ccc(C(=O)N2CCCC(c3ccc(Cl)cc3)=N2)cc1
  4%, 64%[activator], -9%, 4%, 5%, 3, 33%, 5%, 0%
- COc1cccc(OC)c1C(=O)Nc1ccc2c(c1)n(C)c(=O)n2C
  4%, 33%, i, 7%, -1%, -4, -5%, -35%, -5%
- CN(CC(=O)Nc1ccc(F)cc1)C(=O)CSc1nccn1C
  -4%, 25%, -2%, 2%, 3%, -2, 50µM*, -4%, 6%

# A second format for 3 compounds above:
ERG Ets-DNA blk	HP1b binding inh	Tb PGK inh	Pin1 inhibitor	JMJD2A Tudor inh	PI4K2A inh	G9a block	BAZ2B inh	GLS inh	structure
0%	18%	-5%	9%	-1%	-2	-1%[59 µM]	2%	11%	CCOc1ccc(NC(=O)C2CC(=O)N(c3cc(C)cc(C)c3)C2)cc1 (stereo unspecified)
4%	15%	-7%	-11%	-13%	2	-5%[59 µM]	-7%	4%	CC(C)C[C@H](NC(=O)NC(C)C)C(=O)O
-1%	84%[activator]	-5%	?	-24%	-1	10%[0.501 µM]	9%	6%	Cn1cncc1C#Cc1ccc2cc(C3(O)CCCCC3)oc(=O)c2c1
